JMJD2A Tudor inh: qHTS Assay for Inhibitors of JMJD2A-Tudor Domain; Lysine-specific demethylase 4A (Homo sapiens), O75164; AlphaScreen JMJD2A-Tudor / H3K4me3 peptide binding; Potency, µM (series often up to 114 µM), inactives show at the top dose activity change, negative = inhibition, hits mostly inhibitors; 390,000 compounds, 4.4% hits; further: on the % scale 0 is the no-effect control and ±100 the full control effect; nearly all actives have a fitted effect of over 50% in size
BAZ2B block: qHTS Assay for Inhibitors of BAZ2B; Bromodomain adjacent to zinc finger domain protein 2B (Homo sapiens), Q9UIF8; AlphaScreen BAZ2B-H3K14Ac peptide displacement; Potency, µM (series often up to 114 µM), without a hit: at the top dose activity change, negative = inhibition, hits mostly inhibitors; 360,000 compounds, 4.4% hits; AID 504333, 2011; further: on the % scale 0 is the no-effect control and ±100 the full control effect; nearly all actives have a fitted effect of over 60% in size
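In this displacement format the biotinylated H3(5-23) peptide acetylated at Lys14 serves as ligand at 50 nM, with BAZ2B at 50 nM in PBS pH 7.4 containing 0.01% Tween-20. Donor and acceptor beads are 10 ug/mL final.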
GLS inh: qHTS for Inhibitors of Glutaminase (GLS); GLS enzymatic activity, qHTS titration; Potency, µM (titrated, usually from 45.5 µM), without a hit: top-dose activity change, negative = inhibition, hits mostly inhibitors; 410,000 compounds, 0.21% hits; AID 624170, 2012; further: on the % scale 0 is the no-effect control and ±100 the full control effect
Target sequence (O94925 whole entry, looked up): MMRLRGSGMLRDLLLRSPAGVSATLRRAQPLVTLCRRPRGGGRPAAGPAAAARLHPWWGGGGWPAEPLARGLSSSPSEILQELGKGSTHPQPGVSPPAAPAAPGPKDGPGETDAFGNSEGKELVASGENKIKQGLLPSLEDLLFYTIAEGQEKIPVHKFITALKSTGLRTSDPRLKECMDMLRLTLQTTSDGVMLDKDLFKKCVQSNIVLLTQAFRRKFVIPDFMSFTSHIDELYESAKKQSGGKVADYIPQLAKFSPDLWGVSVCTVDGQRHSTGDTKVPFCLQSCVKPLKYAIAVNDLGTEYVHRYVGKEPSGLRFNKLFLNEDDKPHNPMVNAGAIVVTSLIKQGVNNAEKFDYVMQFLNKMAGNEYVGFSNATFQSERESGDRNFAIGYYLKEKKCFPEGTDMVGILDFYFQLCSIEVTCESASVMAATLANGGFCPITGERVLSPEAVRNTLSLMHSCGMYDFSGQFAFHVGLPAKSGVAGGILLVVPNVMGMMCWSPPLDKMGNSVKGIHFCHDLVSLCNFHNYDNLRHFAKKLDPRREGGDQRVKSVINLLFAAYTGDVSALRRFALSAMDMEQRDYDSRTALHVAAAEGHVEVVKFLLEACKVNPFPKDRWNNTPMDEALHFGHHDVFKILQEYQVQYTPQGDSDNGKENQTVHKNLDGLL
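hKGA in 45 mM KH2PO4 pH 8.2, 0.02% Tween-20 with pin-transferred compounds; 1 mM L-glutamine (stock) plus glutamate oxidase/HRP/Amplex Red coupling added. Fluorescence read initially and after 30 min at RT.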
POLI inh: qHTS for Inhibitors of Polymerase Iota; Pol iota fluorescent replication assay, 10 min; Potency, µM (titrated, usually from 115 µM), for inactives: at the top dose activity, negative = inhibition, most hits filed as inhibitors; 390,000 compounds, 1% hits; DNA polymerase iota (Homo sapiens), Q9UNA4
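Pol iota at 10 nM preincubated 15 min with compounds at room temperature; reaction started with fluorescent substrate, 50 nM final. Fluorescence read kinetically at 0 and 10 min; buffer-only wells as negative control.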
Pin1 inhibitor: qHTS Assay to Find Inhibitors of Pin1. Peptidyl-prolyl cis-trans isomerase NIMA-interacting 1 (Homo sapiens), Q13526. Pin1 FP peptide displacement, HiFluor488, 10 min. Potency, µM (doses to about 115 µM), for inactives: top-dose activity, negative = inhibition, most hits filed as inhibitors. 390,000 compounds, 0.009% hits. AID 504891, 2011; active means well fitted inhibition curve with a large enough effect in the polarisation, with a control signal flat, not every such curve was filed as active; inconclusive means small, poorly fitted or top-dose-only effect, or effect the other way, or a change in a side signal; inactive means no such curve, though single readings can be large or run the other way; the % refers to the polarisation; further: on the % scale 0 is the no-effect control and ±100 the full control effect
Target sequence (Q13526 whole entry, looked up): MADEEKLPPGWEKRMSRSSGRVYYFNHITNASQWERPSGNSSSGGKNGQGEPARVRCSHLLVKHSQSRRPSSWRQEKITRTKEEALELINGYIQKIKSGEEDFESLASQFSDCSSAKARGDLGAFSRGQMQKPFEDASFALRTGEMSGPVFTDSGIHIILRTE
BLM helicase inh: qHTS Assay for Inhibitors of Bloom's syndrome helicase (BLM); RecQ-like DNA helicase BLM (Homo sapiens), P54132; recombinant BLM DNA unwinding, fluorescence dequenching; Potency, µM (highest dose often 56.1 µM), inactives show at the top dose activity change, negative = inhibition, hits mostly inhibitors; 350,000 compounds, 0.2% hits; AID 2528, 2010;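 further: plate controls were vehicle for no effect and no enzyme for full effect; nearly all actives have a fitted effect of over 35% in size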
HP1b binding inh: HTS for Inhibitors of HP1-beta Chromodomain Interactions with Methylated Histone Tails; 390,000 compounds, 0.56% hits; AlphaScreen HP1-beta / biotin-H3K9me3 peptide binding; Chromobox protein homolog 1 (Homo sapiens), P83916; AID 540317, 2011; Potency, µM (titrated, usually from 114 µM), inactives show top-dose activity change, negative = inhibition, most hits filed as inhibitors; further: nearly all actives have a fitted effect of over 70% in size; inactives centre near 23
Target sequence (P83916 whole entry, looked up): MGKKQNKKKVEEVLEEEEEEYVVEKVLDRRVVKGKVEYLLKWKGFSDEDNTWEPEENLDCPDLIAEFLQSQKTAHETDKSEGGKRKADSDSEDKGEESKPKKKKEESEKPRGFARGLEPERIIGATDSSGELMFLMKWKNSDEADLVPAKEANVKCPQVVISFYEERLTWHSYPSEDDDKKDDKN
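HP1-beta protein (50 nM final) preincubated 30 min at room temperature with biotinylated H3(1-18)K9me3 peptide (50 nM) in PBS pH 7.4, 0.01% Tween-20, then compound added for 30 min. AlphaScreen streptavidin donor/nickel chelate acceptor beads (10 ug/mL final), 30 min dark, luminescence read.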
G9a inh: qHTS Assay for Inhibitors of Histone Lysine Methyltransferase G9a; 350,000 compounds, 8.8% hits; G9a H3K9 monomethylation, AlphaScreen, 2 h; Histone-lysine N-methyltransferase EHMT2 (Homo sapiens), Q96KQ7; Potency, µM (top dose mostly 102 µM), inactives show top-dose activity, negative = inhibition, actives largely listed as inhibitors; further: on the % scale 0 is the no-effect control and ±100 the full control effect; nearly all actives have a fitted effect of over 75% in size
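G9a (20 nM) was preincubated 15 min with compound, then reacted 2 h at room temperature with 500 nM biotin-H3K9 peptide and 20 µM SAM. Monomethyl-H3K9 detected by AlphaScreen using anti-H3K9me1 antibody.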
PGK inhibitor: qHTS Assay to Find Inhibitors of Phosphoglycerate Kinase. Phosphoglycerate kinase, glycosomal (Trypanosoma brucei brucei), P07378. PGK/GAPDH coupled, Kinase-Glo luminescence, 60 min. Potency, µM (titrated, usually from 57.5 µM), inactives show at the highest dose activity change, negative = inhibition, actives largely listed as inhibitors. 380,000 compounds, 0.043% hits. AID 602233, 2012; further: on the % scale 0 is the no-effect control and ±100 the full control effect; nearly all actives have a fitted effect of over 60% in size
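Luminescent ATP detection (Kinase-Glo Plus) follows a 60-minute room-temperature incubation, with wells lacking PGK as controls. Buffer: 100 mM TEA (pH 7.6), 5 mM MgCl2, 0.01% Tween-20. Coupling enzyme GAPDH (100 nM final) supplies unstable 1,3-BPG in-well.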
Active calls of the source: *; i = inactive; u = inconclusive; x = not tested or not shown; [ ] = remark or other dose. Unless noted, the call rests on the fitted dose curve; in most records, active means well fitted curve in the direction sought with a large enough effect; inconclusive means small, poorly fitted or top-dose-only effect, or another doubt; inactive means no such curve, though single readings can be large; an effect the other way counts as inactive or inconclusive. Potency means the concentration at half of the fitted maximal effect. These rows are one share of the data; count on the stated rates, not on these rows.

Screens in order – BAZ2B block, PGK inhibitor, JMJD2A Tudor inh, POLI inh, HP1b binding inh, Pin1 inhibitor, BLM helicase inh, G9a inh, GLS inh
CC(=O)c1ccc(S(=O)(=O)N(C)CC(=O)NCC2CCCCC2)cc1
  -1.5%, 6.3%, -2.1%, 9.0%, -7.7%, 0.4%, -1.5%, -9.0%[59 µM], 4.2%
COc1ccc(C(=O)C2CCCN(C(=O)/C=C/c3cnc[nH]3)C2)c(C)c1 (centres undefined)
  u, -5.7%, -11.0%, -1.9%, 35.2%, -3.0%, 3.2%, x, -4.4%
CCn1nnnc1SCC(=O)c1ccc2c(c1)OCCO2
  -6.5%, -7.1%, 11.3%, -9.2%, 30.1%, -1.8%, -1.1%, 25.8%, 2.0%
CCOC(=O)c1sc(NC(=O)CSCc2c(C)noc2C)nc1C
  -1.7%, 9.6%, -19.9%, -20.5%, 25.8%, 7.2%, x, u, 0.2%
C[C@@]12C(=O)N(c3cccc(Cl)c3)C(=O)N1[C@@H]1c3ccccc3OC[C@@H]1[C@H]2c1ccccc1
  x, 0.6%, -6.4%, 18.2%, 50.2%[activator], 1.5%, x, x, -3.8%
Cc1ccc(NS(=O)(=O)c2ccccc2[N+](=O)[O-])cc1S(=O)(=O)N1CCCCC1
  x, -4.3%, -16.6%, 6.2%, 15.7%[57 µM], 0.2%, x, x, 2.7%
COc1cc(C)ccc1OCCON1C(=O)CCC1=O
  -0.5%, 4.7%, -11.7%, 23.5%, 25.9%, 1.0%, -4.1%, -55.9%, -8.4%
CCN(CC)C(=O)C1CCCN(c2ccc([N+](=O)[O-])cc2/C=N/NC(=O)c2cccc([N+](=O)[O-])c2)C1 (centres undefined)
  1.4%, -9.1%, -18.6%, 18.8%, 44.4%[activator], 0.3%, -10.2%, 15.4%, -7.5%
O=c1[nH]c2cc3c(cc2cc1CN(Cc1ccco1)C(=S)NCCCN1CCOCC1)OCCO3
  -2.6%, 6.2%, -19.4%, 12.1%, 20.2%, -1.6%, 6.4%, 8.5%[0.501 µM], 6.5%
COc1cccc(NC(=O)C2CCCN(c3nnc(-n4c(C)ccc4C)s3)C2)c1 (centres undefined)
  -7.7%, x, -28.5%, -5.0%, 5.4%, 5.1%, -4.7%, 1.4%[59 µM], -3.3%
O=C(Cn1ncc2c([nH]c3ccccc32)c1=O)NCC1CCN(Cc2ccccc2F)CC1
  -0.4%, 2.6%, -12.7%, 7.1%, 13.0%, -1.1%, 4.4%, 13.2%[59 µM], 5.6%
COc1cc(OC)c(NC(=O)CC(=O)Nc2cc(Cl)c(OC)cc2OC)cc1Cl
  1.6%, 0.1%, -3.3%, -12.4%, 17.9%, 30.7%[activator], -0.3%, -5.9%[0.501 µM], 1.5%
CCOC(=O)C1CCCN(CCC(=O)Nc2ccc(C)c(C)c2)C1 (centres undefined)
  -7.2%, 2.7%, -2.8%, 23.5%, 24.1%, -1.1%, 1.5%, u, u
OC(CNc1ccccc1)Cn1ccc2ccccc21 (centres undefined)
  35.5µM*, -8.8%, 3.98µM*, u, u, u, -5.7%, 31.6µM*, -3.8%
COC(=O)c1cccc(NC(=S)Nc2cccc(Cl)c2C)c1
  -8.9%, 3.6%, -19.2%, 18.1%, 4.1%, -4.5%, 5.1%, 4.6%[59 µM], 9.0%
C=CCSc1nnc(NC(=O)c2cccc(S(=O)(=O)N3CCOCC3)c2)s1
  u, -7.4%, 0.0%, u, 53.6%[activator], -7.9%, -0.4%, -23.2%[12.7 µM], 0.8%
CCO[C@@H]1OC(C(=O)N2CCOCC2)=C[C@H](c2ccc(Br)cc2)[C@H]1CCCO
  -7.5%, -0.2%, -11.3%, 21.6%, 16.3%, -11.1%, -8.1%, -17.5%[59 µM], 1.2%
CCOc1ccc(NC(=O)CSc2ncn[nH]2)c([N+](=O)[O-])c1
  -4.2%, -1.6%, -16.7%, -3.0%, 14.9%, -4.0%, -2.3%, 13.7%[59 µM], -3.3%
Cc1cccc(NCc2nc3ccccc3n2Cc2ccccc2)c1
  u, i, u, -4.9%, -0.2%, 0.4%, -8.9%, u, 4.8%
CCOC(=O)c1c(NC(C)=O)sc(C(=O)NC2CCCC2)c1C
  5.2%, -8.8%, -13.4%, 52.8%[activator], -2.8%, -8.9%, -4.9%, -3.8%, 11.0%
C[C@H](CO)N1C[C@H](C)[C@@H](CN(C)C(=O)NC2CCCCC2)Oc2ccc(NC(=O)C3CC3)cc2C1=O
  x, -9.4%, -6.5%, -16.8%, 34.6%, -2.9%, x, x, 3.7%
CCOc1ccc(OCCC(=O)NNC(=O)c2ccccc2Cl)cc1
  -25.2%, -9.8%, -25.5%, -22.3%, 14.7%, 0.4%, x, -1.2%[12.7 µM], -27.1%
Cc1ccc(-c2cn(-c3ccccc3)c(=S)[nH]2)cc1C
  31.6µM*, i, u, 16.4%, u, 5.6%, -4.4%, 44.7µM*, 5.9%
CC(C)Cc1nc(Nc2ccccc2C#N)c2nnn(Cc3ccccc3)c2n1
  0.0%, -7.5%, -2.8%, 32.5%[activator], 47.7%[activator], u, -16.1%, x, -7.1%
N=c1c2c(n(Cc3ccc(Cl)cc3)c3c1CCC3)CCC2
  16.7%, -6.5%, -10.4%, u, 26.9%, -13.4%, -6.5%, -4.3%, -2.2%
COC(=O)c1cn(NC(=O)C2COc3ccccc3O2)c(=O)c2ccccc12 (centres undefined)
  -7.5%, -2.6%, -7.6%, 19.1%, 10.5%, 5.2%, -1.3%, 9.8%[0.0925 µM], 5.9%
Cc1ccc(CNC(=O)CSc2nc3ccsc3c(=O)n2-c2ccc(C(=O)O)cc2)cc1
  -1.3%, 3.9%, -4.3%, 11.1%, 30.0%, 3.4%, 0.0%, 5.3%[59 µM], 6.2%
COc1ccc(OC)c(NC(=O)C(Cc2ccccc2)NS(=O)(=O)c2ccc3c(c2)CCC(=O)N3)c1 (centres undefined)
  -16.9%, -6.7%, -11.8%, 81.0%[activator], 16.3%, 11.2%, -4.8%, 6.2%[59 µM], 0.5%
CN1C(=O)/C(=C2\SC(=S)N(C(CCC(=O)O)C(=O)O)C2=O)c2ccccc21 (centres undefined)
  u, 2.0%, 3.8%[11.4 µM], u, 15.9%, u, -4.2%, u, 7.3%
CCc1ccccc1N=C1S/C(=C/c2ccccc2OCC(=O)N2CCOCC2)C(=O)N1C
  u, 3.1%, u, 9.1%, 27.9%, 12.1%, -12.3%, u, 3.2%
c1ccc(-c2nnc(CN3CCCc4ccccc43)o2)cc1
  u, -9.5%, -26.7%[11.4 µM], 8.3%, -21.5%, u, 1.5%, u, -15.0%
O=C1CN2NC(=S)N(c3ccc(Cl)cc3)C2=CN1c1ccc(Cl)cc1
  1.2%, -1.5%, -13.8%, 14.8%, 27.1%, 12.5%, -2.0%, 1.2%, 3.0%
CC1(c2nnc(-c3ccccc3)o2)CC(c2ccc(Cl)cc2)=NO1 (centres undefined)
  1.5%, -3.9%, 26.8%, 41.7%[activator], 71.7%[activator], 5.7%, -16.0%, 21.4%[12.7 µM], -5.2%
O=C(O)C(C(O)c1ccc([N+](=O)[O-])cc1)[n+]1ccccc1 (centres undefined)
  5.0%, -0.4%, -8.5%, 20.5%, 24.4%, -0.1%, x, 5.1%[2.33 µM], 1.7%
COc1ccccc1Nc1nc(-c2ccccc2O)nc2ccccc12
  -9.7%, 3.1%, -12.6%, 37.7%[activator], 37.4%[activator], 13.8%, -6.6%, 7.5%, u
O=C(Nc1ccc(F)cc1)Oc1ccccc1N1CCOCC1
  0.6%, -3.2%, -3.9%, 52.6%[activator], 23.7%, -0.7%, 0.2%, 7.6%, u
Cc1cccc(NC(=O)CSc2nc3c([nH]c4ccccc43)c(=O)n2C)c1C
  -1.4%, 0.3%, -14.5%, 13.3%, 13.2%[57 µM], -17.1%, -2.6%, 11.7%[59 µM], -6.4%
CC(=O)C1=C(c2ccc(Cl)c(Cl)c2)N(C(C)=O)n2c(C)nnc2S1
  1.5%, -14.3%, -7.1%, 17.3%, 6.6%, -4.9%, -3.8%, 11.0%[59 µM], u
Cc1cc(C(=O)CCl)c(C)n1-c1c(C)n(C)n(-c2ccccc2)c1=O
  -19.1%, 6.1%, -18.2%, 5.2%, 37.9%[activator], 1.1%, -4.9%, -34.4%, 5.6%
Cc1cc(NC(=O)Nc2ccccc2)n(-c2ccccc2)n1
  -18.9%, -3.9%, -16.2%, -17.1%, 31.4%, -7.9%, -9.1%, -18.2%[59 µM], 0.8%
CCCCCC(=O)Nc1cccc(C2=NOC3(C2)C[C@@H](C(N)=O)N(C(=O)C2(C)CC2)C3)c1 (some centres undefined)
  -11.9%, -10.2%, -28.2%, 5.3%, 23.8%, 3.7%, -1.6%, 29.0%[12.7 µM], 2.0%

Full records, looked up by structure:
Cc1ccc(CNC(=O)CSc2nc3ccsc3c(=O)n2-c2ccc(C(=O)O)cc2)cc1 is listed with BAZ2B block = -1.3%; PGK inhibitor = 3.9%; JMJD2A Tudor inh = -4.3%; POLI inh = 11.1%; HP1b binding inh = 30.0%; Pin1 inhibitor = 3.4%; BLM helicase inh = 0.0%; G9a inh = 5.3%[59 µM]; GLS inh = 6.2%
CN1C(=O)/C(=C2\SC(=S)N(C(CCC(=O)O)C(=O)O)C2=O)c2ccccc21 (centres undefined) is listed with BAZ2B block = u; PGK inhibitor = 2.0%; JMJD2A Tudor inh = 3.8%[11.4 µM]; POLI inh = u; HP1b binding inh = 15.9%; Pin1 inhibitor = u; BLM helicase inh = -4.2%; G9a inh = u; GLS inh = 7.3%

Bioassay records (PubChem BioAssay)
